Compound activity deposited in PubChem by National Center for Advancing Translational Sciences (NCATS).
RXFP1 antag = antagonists of human relaxin receptor RXFP1; activity change, negative = inhibition, % at 57.5 µM; actives 0.59% (n = 350,000); HEK293-RXFP1, relaxin-stimulated cAMP HTRF, 30 min; stronger effect = lower value; Q9HBX9;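 active = activity change of -60% or lower, but not beyond a set lower limit; inconclusive = change between -60% and -40%, or beyond the set limit; inactive = change above -40%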; also: % is scaled to controls: 0 for no effect and ±100 for the full control effect
Apoferritin bind = binds horse apoferritin like a general anesthetic; P02791; apoferritin/1-aminoanthracene competitive binding, fluorescence; Potency, µM (doses to about 77.5 µM), for inactives: at the top dose activity change, negative = displacement, hits mostly inhibitors; actives 0.074% (n = 350,000); AID 485281; also: potency is read from the fitted curve at half-maximal effect; % is scaled to controls: 0 for no effect and ±100 for the full control effect; nearly all actives have a fitted effect of over 20% in size
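In PBS, apoferritin at 10 uM is loaded with 1-AMA from a 50% saturated solution. After 10 min of compound exposure at ambient temperature, reduced 535 nm fluorescence indicates probe displacement.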
POLI inh = inhibitors of human DNA polymerase iota | Q9UNA4 | Pol iota fluorescent replication assay, 10 min | Potency, µM (highest dose often 115 µM), without a hit: at the top dose activity, negative = inhibition, most hits filed as inhibitors | actives 1% (n = 390,000); also: potency is read from the fitted curve at half-maximal effect
Target sequence (Q9UNA4 whole entry, looked up): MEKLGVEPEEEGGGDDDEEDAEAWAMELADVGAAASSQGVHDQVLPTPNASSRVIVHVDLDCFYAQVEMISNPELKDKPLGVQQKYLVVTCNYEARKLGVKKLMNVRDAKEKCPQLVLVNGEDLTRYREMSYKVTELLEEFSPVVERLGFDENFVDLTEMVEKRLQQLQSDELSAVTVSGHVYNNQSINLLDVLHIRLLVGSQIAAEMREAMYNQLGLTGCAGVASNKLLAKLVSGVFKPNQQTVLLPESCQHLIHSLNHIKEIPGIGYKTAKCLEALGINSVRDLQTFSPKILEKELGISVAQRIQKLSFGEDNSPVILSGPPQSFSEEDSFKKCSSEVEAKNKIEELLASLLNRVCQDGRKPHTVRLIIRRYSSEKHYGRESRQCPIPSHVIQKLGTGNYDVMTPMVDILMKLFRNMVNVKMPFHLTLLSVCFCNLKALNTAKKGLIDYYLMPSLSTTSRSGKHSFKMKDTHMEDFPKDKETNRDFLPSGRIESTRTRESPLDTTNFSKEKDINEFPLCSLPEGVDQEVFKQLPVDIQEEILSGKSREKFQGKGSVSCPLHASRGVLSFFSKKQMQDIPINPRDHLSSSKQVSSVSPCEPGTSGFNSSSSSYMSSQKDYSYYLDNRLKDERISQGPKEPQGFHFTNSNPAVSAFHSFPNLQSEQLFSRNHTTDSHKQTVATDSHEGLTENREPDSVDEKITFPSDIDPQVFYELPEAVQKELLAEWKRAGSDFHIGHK
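Pol iota at 10 nM preincubated 15 min with compounds at room temperature; reaction started with fluorescent substrate, 50 nM final. Fluorescence read kinetically at 0 and 10 min; buffer-only wells as negative control.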
Tb PGK inh = blocks T. brucei phosphoglycerate kinase | P07378 | PGK/GAPDH coupled, Kinase-Glo luminescence, 60 min | Potency, µM (titrated, usually from 57.5 µM), inactives show at the highest dose activity change, negative = inhibition, actives largely listed as inhibitors | actives 0.043% (n = 380,000) | AID 602233; also: potency is read from the fitted curve at half-maximal effect; % is scaled to controls: 0 for no effect and ±100 for the full control effect; nearly all actives have a fitted effect of over 60% in size
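Recombinant glycosomal PGK reaction used 1,3-bisphosphoglycerate generated in-well by GAPDH (100nM final) in 100mM TEA pH 7.6, 5mM MgCl2, 0.01% Tween-20. After 60 minutes at room temperature, ATP was read by Kinase-Glo Plus luminescence end-point.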
POLH inh = inhibitors of human DNA polymerase eta; Q9Y253; recombinant Pol eta, fluorescent DNA replication assay; Potency, µM (doses to about 114 µM), inactives show at the highest dose activity change, negative = inhibition, hits mostly inhibitors; actives 1.2% (n = 390,000); also: potency is read from the fitted curve at half-maximal effect; % is scaled to controls: 0 for no effect and ±100 for the full control effect
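Pol eta at 10 nM preincubated with compounds 15 min at room temperature; reaction started with fluorescent substrate (50 nM final) and read kinetically at 0 and 10 min.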
BLM helicase inh = inhibitors of human Bloom syndrome helicase BLM; P54132; recombinant BLM DNA unwinding, fluorescence dequenching; Potency, µM (titrated, usually from 56.1 µM), inactives show at the top dose activity change, negative = inhibition, actives largely listed as inhibitors; actives 0.2% (n = 350,000); AID 2528;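 also: potency is read from the fitted curve at half-maximal effect; plate controls were vehicle for no effect and no enzyme for full effect; nearly all actives have a fitted effect of over 35% in size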
POLB inh = DNA polymerase beta (human) inhibition | P06746 | Pol beta primer extension/strand displacement, fluorescence kinetic | Potency, µM (doses to about 114 µM), without a hit: top-dose activity change, negative = inhibition, usual class: inhibitors | actives 1.3% (n = 340,000); also: potency is read from the fitted curve at half-maximal effect; % is scaled to controls: 0 for no effect and ±100 for the full control effect
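Preincubation: enzyme (10 nM) with compound, 15 min, RT. Reaction: substrate added to 50 nM final. Reads: 0 and 10 min. Analysis: normalized, Hill fit.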
POLK inh = inhibitors of human DNA polymerase kappa; Q9UBT6; purified Pol kappa, fluorescent DNA synthesis assay, 10 min; Potency, µM (doses to about 107 µM), for the others: top-dose activity, negative = inhibition, usual class: inhibitors; actives 0.53% (n = 400,000); AID 588579; also: potency is read from the fitted curve at half-maximal effect; % is scaled to controls: 0 for no effect and ±100 for the full control effect
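Kinetic fluorescence readout at 0 and 10 min followed reaction start with substrate at 50 nM final. Beforehand, enzyme (10 nM Pol kappa) stood 15 min with compound at room temperature; buffer-only wells were negative controls.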
APE1 inh = inhibitors of human APE1 endonuclease | P27695 | actives 0.35% (n = 350,000) | AID 2517 | recombinant APE1, TAMRA/BHQ-2 abasic DNA cleavage fluorescence | Potency, µM (highest dose often 65.8 µM), inactives show top-dose activity change, negative = inhibition, most hits filed as inhibitors;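 also: potency is read from the fitted curve at half-maximal effect; plate controls were vehicle for no effect and reference inhibitor for full effect; nearly all actives have a fitted effect of over 55% in size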
Target sequence (P27695 whole entry, looked up): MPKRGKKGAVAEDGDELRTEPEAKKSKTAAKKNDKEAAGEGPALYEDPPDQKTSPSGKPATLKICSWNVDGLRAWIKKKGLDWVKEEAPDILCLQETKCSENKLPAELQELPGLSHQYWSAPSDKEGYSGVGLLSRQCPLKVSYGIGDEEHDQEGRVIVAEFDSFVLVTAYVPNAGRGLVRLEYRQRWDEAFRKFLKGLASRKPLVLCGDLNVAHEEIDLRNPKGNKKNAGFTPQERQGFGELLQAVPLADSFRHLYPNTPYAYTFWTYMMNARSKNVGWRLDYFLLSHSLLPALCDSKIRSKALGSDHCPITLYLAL
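Readout is kinetic fluorescence (ex 525, em 598 nm) from cleavage of 50 nM TAMRA/BHQ-2 THF abasic duplex by 0.75 nM APE1, compound added 15 min beforehand at RT.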
* = called active by the depositor; i = inactive; ? = inconclusive; nt = not tested or not shown; & = joins results of further samples; [ ] = remark or other dose. Unless noted, calls follow the shape of the dose curve; as a rule, active = well fitted curve in the direction sought with a large enough effect; inconclusive = small, poorly fitted or top-dose-only effect, or another doubt; inactive = no such curve, though single readings can be large; an effect the other way counts as inactive or inconclusive. Only part of the results is shown. The share of hits here may be higher or lower than overall.

SMILES	RXFP1 antag	Apoferritin bind	POLI inh	Tb PGK inh	POLH inh	BLM helicase inh	POLB inh	POLK inh	APE1 inh
COc1ccc(NC(=O)CCC(=O)c2ccc(F)cc2)cc1	-9.0	nt	34.8%[activator]	-8.2%	-11.9%	nt	nt	-0.5%	nt
COc1cc(OC)cc(C(=O)N2CCN(Cc3ccccc3[N+](=O)[O-])CC2)c1	-11.6	-12.8%	57.3%[activator]	i	-11.6%	-6.6%	-1.3%	0.6%	7.0%
C=CCn1c(SCC(=O)NC)nc2sc3c(c2c1=O)CCC3	-4.9	-10.3%	20.8%	2.9%	2.0%	-1.9%	-26.1%	2.4%	-6.9%
Cc1nnc(SCC(=O)NC2CCCC2)n1C(C)C	-9.6	-1.5%	31.0%[activator]	-9.7%	1.5%	-1.4%	0.0%	-4.6%	15.7%
CCCOc1ccc(Oc2nc(NCC(C)C)nc(N(C)C)n2)nn1	-3.6	?	13.1%	i	-20.1%	1.6%	13.6%	1.4%	nt
CC(=O)Nc1ccc(S(=O)(=O)N2CCN(CCCOc3cc(C)ccc3C)CC2)cc1	-8.5	-15.8%	11.0%	i	-18.1%	-15.1%	?	-19.5%	10.0%
CC(C)(C)c1ccc(C(=O)Nc2cccc3ncccc23)cc1	-2.6	?	58.8%[activator]	3.8%	-20.9%	-5.2%	1.9%	-1.0%	28.8%
c1ccc2cc(OCCOCCOc3ccc4ccccc4c3)ccc2c1	2.9	-3.0%	25.3%	-3.7%	-24.0%	-10.3%	10.1%	0.9%	-0.9%
Cc1c(C(=O)N(C)C)sc2c1c(=O)n(-c1ccc(F)cc1)c(=O)n2Cc1cc(=O)n2ccccc2n1	-5.3	-2.4%	6.5%	-9.2%	-11.4%	-0.2%	8.1%	0.9%[60.1 µM]	nt
COc1cccc(C(=O)Nc2cccc(OCc3cc(=O)n4cc(C)ccc4n3)c2)c1	13.2	-1.6%	?	10.5%	-18.5%	2.5%	21.9%	-0.6%[60.1 µM]	nt
Cc1ccc([N+](=O)[O-])cc1N=C(c1cccc([N+](=O)[O-])c1)N1CCOCC1	11.0	-20.5%	-0.2%	-11.2%	-15.7%	-3.8%	15.9%	-14.4%	3.5%
COc1ccccc1CNc1cc(C)nc2nc(-c3ccc(C)cc3)nn12	nt	-2.0%	-7.9%	1.6%	-2.8%	-4.0%	2.9%	-3.5%[60.1 µM]	nt
CCc1cc(C(=O)N2CCN(c3ccccc3)CC2)no1	-8.2	0.9%	0.8%	-1.6%	1.1%	-10.4%	16.4%	-0.9%	nt
O=C(CCS(=O)(=O)c1ccc(Cl)cc1)NC1CCCC1	13.0	nt	1.7%	-5.9%	2.4%	nt	nt	-2.2%	-16.0%
COc1ccc(-c2cc(-c3ccc(C)cc3)n[nH]2)c(O)c1	9.7	-11.2%	?	i	-17.5%	-10.5%	14.5%	-5.2%	-9.1%
CC1CCCC(NC(=O)Cn2cc3c(n2)CCCCC3)C1C (stereo not drawn)	-8.6	-8.1%	19.5%	-5.4%	-19.4%	1.3%	31.5%	-8.0%	-2.4%
Cc1cc(C)c(S(=O)(=O)N2CCCOC2CNC(=O)C(=O)NCCc2c[nH]c3ccccc23)c(C)c1 (stereo not drawn)	-10.4	-0.7%	6.4%	-9.5%	-11.1%	-7.2%	0.9%	-11.2%	-2.0%
CN1CCN(NC(=O)/C=C/c2ccc(Br)cc2)CC1	-4.3	-2.0%	2.0%	i	-3.0%	1.8%	0.0%	-17.7%	15.9%
CSCc1ccc(C(=O)N2CCC(N3CCC(C(=O)NC(C)C)CC3)CC2)o1	1.9	-5.2%	18.9%	2.6%	-9.3%	-2.0%	21.7%	-15.9%	-3.7%
COc1ccc(-c2nc(N)n(C(=O)c3ccco3)n2)cc1	-0.3	-1.0%	57.4%[activator]	5.0%	-18.5%	-14.0%	37.8%	-5.6%	0.2%
O=C(CSc1nnc(-c2ccccc2)c(-c2ccccc2)n1)Nc1ccccc1Cl	-7.9	-2.7%	2.7%	-2.6%	-17.5%	-5.8%	-12.9%	-7.9%[60.1 µM]	nt
CS(=O)(=O)N(CC(=O)NCc1ccccc1)C1CCCCC1	-8.8	0.8%	8.7%	-11.0%	-10.3%	1.3%	0.9%	7.3%	-5.6%
COc1ccccc1CNC(=O)C1CCN(S(=O)(=O)c2cccc3cccnc23)CC1	nt	?	-7.5%	i	-2.5%	-6.0%	-0.7%	5.0%	0.2%
O=C1CCC(=O)N1Cc1c(Cl)cccc1Cl	-4.1	-3.8%	34.7%[activator]	-1.1%	-5.2%	-1.5%	29.6%	-1.2%	44.3%
COc1ccc2nc(NC(=O)c3nc(S(=O)(=O)Cc4ccc(C)cc4)ncc3Cl)sc2c1	-90.6*	?	89.1µM*	-1.1%	?	-8.1%	?	?	nt
c1ccc(CNCc2ccco2)cc1	-1.0	-9.6%	-5.9%	-0.5%	-8.6%	1.8%	-13.9%	-2.6%	-8.8%
CN(C)C(=O)C1C2NC(=S)N(c3cccc(Cl)c3)C1(C)Oc1ccc(Cl)cc12 (stereo not drawn)	-0.4	-12.1%	1.8%	3.3%	-18.0%	-6.8%	-22.5%	-0.7%	10.1%
COC(=O)c1ccc(Nc2c([N+](=O)[O-])ccc3nonc23)cc1	-9.5	4.6%	112.2%[activator]	i	-16.1%	2.6%	16.2%	-0.5%	-0.1%
C/C=C/c1ccc(OCC(=O)N(CCOC)c2c(N)n(CCCC)c(=O)[nH]c2=O)c(OC)c1	-9.0	nt	27.9%	i	0.6%	nt	nt	2.1%	-3.7%
Cc1cccc(NC(=O)c2ccc3c(c2)CCN3S(C)(=O)=O)c1	0.4	-4.5%	122.1%[activator]	-6.7%	6.9%	-8.5%	7.1%	-8.1%	3.7%

The closing 3 records of the section before open the next one:
SMILES	RXFP1 antag	Apoferritin bind	POLI inh	Tb PGK inh	POLH inh	BLM helicase inh	POLB inh	POLK inh	APE1 inh
COC(=O)c1ccc(Nc2c([N+](=O)[O-])ccc3nonc23)cc1	-9.5	4.6%	112.2%[activator]	i	-16.1%	2.6%	16.2%	-0.5%	-0.1%
C/C=C/c1ccc(OCC(=O)N(CCOC)c2c(N)n(CCCC)c(=O)[nH]c2=O)c(OC)c1	-9.0	nt	27.9%	i	0.6%	nt	nt	2.1%	-3.7%
Cc1cccc(NC(=O)c2ccc3c(c2)CCN3S(C)(=O)=O)c1	0.4	-4.5%	122.1%[activator]	-6.7%	6.9%	-8.5%	7.1%	-8.1%	3.7%
CCNC(=O)/C(C#N)=C/c1c(N2CCN(c3ccccc3)CC2)nc2c(C)cccn2c1=O	-1.0	-6.0%	121.6%[activator]	7.0%	0.2%	-2.0%	27.6%	-11.9%	-5.5%
O=C(CS(=O)c1ccc(C(F)(F)F)cc1[N+](=O)[O-])Oc1ccc(Cl)cc1 (stereo not drawn)	-1.4	?	-5.9%	i	?	-9.0%	-0.9%	-5.0%	-0.7%
Cc1ccc2nc(-c3ccccc3)cc(C(=O)N3CCN(c4ccccc4O)CC3)c2c1	-7.1	nt	7.9%	-7.1%	-20.9%	nt	nt	-10.2%	-18.3%
COc1cc(/C=C/C(=O)O)ccc1OCc1ccccc1C#N	-2.4	3.6%	70.5%[activator]	-4.4%	2.3%	-3.6%	25.3%	-16.0%	-1.3%
Cc1ccc(CN2C(=O)c3ccccc3NC2c2ccccn2)cc1 (stereo not drawn)	-5.9	8.3%	98.9%[activator]	5.2%	-18.9%	-4.3%	?	-2.7%	-7.1%
COc1cccc(CN2C(=O)C3(SCC(=O)N3c3ccc(C(C)C)cc3)c3ccccc32)c1 (stereo not drawn)	nt	1.8%	-3.4%	-2.1%	-1.8%	-7.0%	-6.0%	7.5%	nt
O=C(CC(=O)Nc1ccc(F)cc1F)Nc1ccc(F)cc1F	4.1	0.9%	-12.5%	-3.3%	-5.8%	-5.7%	1.3%	3.8%	25.7%
COC(=O)C1=C[C@@H](C(=O)OC)C2C3=C(C(=O)C24CCCCC4)[C@H](C)n2c(=O)n(-c4ccccc4)c(=O)n2[C@@H]3C1 (stereo partly drawn)	nt	-15.3%	3.3%&6.1%	-2.8%	-21.7%	-4.7%	nt	8.2%&-7.5%	0.7%
CCc1nc2c(cnn2-c2ccc(F)cc2)c(=O)n1-c1ccc(N2CCC(C)CC2)cc1	nt	-7.7%	4.4%	-5.5%	-19.6%	-4.9%	41.3%	20.2%	7.5%
COc1cccc(OCc2cc(C(=O)N3CCN(C)C(c4ccccc4)C3)no2)c1 (stereo not drawn)	4.0	-19.7%	-28.2%	-0.1%	-5.1%	-8.9%	15.0%	-4.0%	-6.8%
COc1ccccc1CN1CC(C(=O)NCCc2ccc(Cl)cc2)CC1=O (stereo not drawn)	5.9	-10.1%	45.2%[activator]	-9.8%	-11.6%	1.4%	-0.2%	0.0%	79.5%[activator]
CCOC(=O)C1CCN(Cc2cn3c(-c4ccc(OC)cc4)nnc3s2)CC1	nt	-10.0%	12.3%	-5.2%	-7.0%	2.8%	-0.2%	-2.8%[60.1 µM]	nt
COc1ccc(OC)c(S(=O)(=O)N2CCC(NC(=O)c3ccccc3)CC2)c1	5.6	3.3%	-17.4%	nt	-10.2%	0.2%	41.7%	-3.7%	-0.2%
COc1ccc(C(=O)N2CCN(c3cnn(-c4ccccc4)c(=O)c3Cl)CC2)cc1	-7.5	-6.0%	-13.0%	0.0%	-12.4%	1.2%	20.1%	-5.3%	-7.0%
CCOC(=O)C1CCCN(C(=O)COc2ccc(S(=O)(=O)N(CC)c3ccccc3)cc2)C1 (stereo not drawn)	-17.3	-21.7%	164.9%[activator]	-4.5%	-17.0%	-4.2%	-6.7%	-24.4%	-0.9%
Cc1ccnc(NS(=O)(=O)c2ccc(Oc3ccccc3)cc2)c1	-0.8	?	16.5%	0.5%	1.2%	-2.2%	0.6%	-12.3%	2.7%
N#CCCN(Cc1ccccc1)C(=O)c1cccs1	8.8	-10.4%	50.0%[activator]	-2.5%	-21.1%	6.6%	0.159µM*	-1.8%	5.8%
